PDI turbidity – blocks human protein disulfide isomerase activity; 350,000 compounds, 0.052% hits; PDI insulin aggregation turbidity, A650, 90 min; P07237; AID 588391; inhibition, % at 10 µM;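 active = mean inhibition across replicates of 30% or more, whatever share of single replicates reach that level; inconclusive = mean inhibition below 30% while every single replicate reaches 30%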;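 note: absorbance from insulin aggregation driven by PDI reduction with DTT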
Target sequence (P07237 whole entry, looked up): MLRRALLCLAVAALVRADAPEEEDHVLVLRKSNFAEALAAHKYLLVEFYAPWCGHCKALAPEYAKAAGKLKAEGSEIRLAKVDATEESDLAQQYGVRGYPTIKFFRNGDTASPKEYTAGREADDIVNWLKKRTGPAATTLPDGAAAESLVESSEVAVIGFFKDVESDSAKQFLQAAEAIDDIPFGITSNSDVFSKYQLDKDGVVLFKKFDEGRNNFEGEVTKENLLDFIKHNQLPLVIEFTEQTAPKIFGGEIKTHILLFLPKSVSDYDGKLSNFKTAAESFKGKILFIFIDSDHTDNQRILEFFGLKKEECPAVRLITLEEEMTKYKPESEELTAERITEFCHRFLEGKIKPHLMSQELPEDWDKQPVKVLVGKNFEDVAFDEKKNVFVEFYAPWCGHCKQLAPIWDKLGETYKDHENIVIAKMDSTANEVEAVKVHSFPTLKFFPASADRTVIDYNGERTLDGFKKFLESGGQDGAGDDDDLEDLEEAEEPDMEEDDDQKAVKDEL
CaV13 FRET inh – Primary screen for inhibitors of IQ motif and Ca2+-dependent inactivation inhibitor domain binding in CACNA1D, Förster resonance energy transfer in living cells, …; 340,000 compounds, 0.098% hits; inhibition, % at 12.3 µM; HEK cells, CFP/YFP FRET ICDI-IQ, plate reader, 10 min; percent FRET-ratio fall versus neutral wells;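 active = mean replicate inhibition of at least 30% and at least 1% of replicates passing that level; inconclusive = only one of the two criteria is met; inactive = neither criterion is met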;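 note: 0% = median of the neutral control wells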
MC4R ag barr – agonists of human melanocortin 4 receptor (MC4R) beta-arrestin; U2OS MC4R beta-arrestin complementation, luminescence; percent of melanotan II response, DMSO zero; P32245; activation, % at 8.9 µM; 360,000 compounds, 0.98% hits;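 active = activation above a per-plate cutoff, the mean activation of sample wells on that plate plus 3 SD, cut at about 8% in these data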
Target sequence (P32245 whole entry, looked up): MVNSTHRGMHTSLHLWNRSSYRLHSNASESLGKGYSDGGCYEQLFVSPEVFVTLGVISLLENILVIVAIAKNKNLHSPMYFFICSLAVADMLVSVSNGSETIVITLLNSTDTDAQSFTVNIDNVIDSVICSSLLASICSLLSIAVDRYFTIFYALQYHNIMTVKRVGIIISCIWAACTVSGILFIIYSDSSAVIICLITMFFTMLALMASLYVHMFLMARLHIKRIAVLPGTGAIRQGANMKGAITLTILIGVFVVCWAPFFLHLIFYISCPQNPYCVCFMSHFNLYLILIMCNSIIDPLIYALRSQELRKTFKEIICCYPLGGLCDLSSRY
N-glyco inh – blocks N-linked glycosylation in D54 reporter cells | D54 ERlucT glycosylation luciferase reporter, 24 h; percent of 100 nM tunicamycin response | 360,000 compounds, 0.23% hits | reporter increase, % at 12.5 µM;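 active = mean luciferase reporter signal, scaled so untreated is 0 and the glycosylation-blocking control 100, at or above a set limit in every replicate; inconclusive = mean reaches the limit but not every replicate does; inactive = mean below the limit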;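 note: luciferase carries N-glycosylation sites so blocking glycosylation raises the light; 0% = median of neutral control wells and 100% = median of 100 nM tunicamycin wells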
MC4R antag cAMP – human MC4R antagonism in cAMP assay | P32245 | MC4R-expressing cells, MTII-stimulated cAMP, LANCE TR-FRET | inhibition, % at 6.5 µM | 360,000 compounds, 0.48% hits | AID 540295;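 active = inhibition above its plate's cutoff, the mean of tested wells on that plate plus 3 SD, cut at about 29% in these data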;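 note: 0% = Melanotan II alone and 100% = Melanotan II plus saturating MCL0020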
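Assay system: U2OS cells stably expressing human melanocortin 4 receptor (MC4R) / Dosing: 6.5 µM / Timing: compound 30 min, challenge 1 h, detection 1 h / Measured by: Eu-cAMP/anti-cAMP TR-FRET, emission 671 nm / Replicates: singlicate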
Vif inh – blocks HIV Vif function; HEK293T cells, Vif self-association by quenched fluorescence, imaging, 24 h; inhibition, % at 7.49 µM; 340,000 compounds, 0.35% hits; AID 602346; in the data active = inhibition above about 50%, passing the limit was not always enough; inconclusive = no clear call, values can overlap the other calls; inactive = below about 31%; note: some results filed as inactive read as strong as hits
H9c2 protect – modulators protecting cardiomyocytes from myocardial damage | H9c2 cardiomyocytes, H2O2 injury protection, ATPLite, 2 h | protection from H2O2 cell death, % at 20 µM | 360,000 compounds, 0.63% hits | AID 588492;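 active = compounds giving at least 50% protection of heart cells from peroxide-induced death in the single-dose screen, raw or plate-pattern-corrected value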;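 note: 0% = DMSO wells with peroxide and 100% = DMSO wells without peroxide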
aDG glyco act – increases alpha dystroglycan glycosylation | 360,000 compounds, 0.22% hits | Pro5-aDG cells, alpha-DG glycosylation AlphaScreen (IIH6); 0% Pro5, 100% B10-LARGE cell signal | AID 624168 | activation, % at 10 µM;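 active = activation of at least 8% versus controls, or a plate z-score of at least 8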;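 note: Pro5 are CHO cells carrying HIG-tagged alpha-DG that lacks glycosylation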
ABCB6 inh MLPCN – inhibitors of human ABC transporter ABCB6 | Q9NP58 | K562-ABCB6 porphyrin accumulation, flow cytometry, 1 h; active compounds read low | fluorescence ratio to DMSO, % at 10 µM | 360,000 compounds, 0.19% hits | AID 602162;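 active = fluorescence ratio to DMSO below 75%, the collection mean minus 3 SD; inconclusive = too few cells collected in the well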;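 note: signal is porphyrin accumulated inside mitochondria; 100% equals median channel fluorescence of DMSO control wells; lower ratio means ABCB6 inhibition with less porphyrin fluorescence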
HTR2A ag – mouse HTR2A agonism via beta-arrestin recruitment. P35363. CHO-K1 mHTR2A beta-arrestin complementation, luminescence; percent of 30 µM serotonin response. activation, % at 7.6 µM. 360,000 compounds, 0.66% hits. AID 624169;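 active = activation above a run cutoff, the mean activation of all tested compounds plus 3 SD, cut at about 14% in these data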;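 note: 0% = plate median of compound wells and 100% = 30 µM serotonin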
Active calls of the source: *; ? = inconclusive; / = not tested or not shown.

cpd	compound	PDI turbidity	CaV13 FRET inh	MC4R ag barr	N-glyco inh	MC4R antag cAMP
1	CCN1C(=O)/C(=C/c2ccc3c(c2)CCN3CCCCl)C(=O)NC1=S	2	-19	0.4	-1	5
2	Cc1ccsc1C(=O)C1CCCN(Cc2c(C)nn(C(C)C)c2C)C1 (centres undefined)	8	-5	-0.4	-1	20
3	COc1ccc(C=O)cc1	/	/	1.1	1	6
4	O=C1NC(c2cccnc2)Nc2sc3c(c21)CCCC3 (centres undefined)	-1	/	0.1	2	3
5	Cc1ccc(-n2c(CNCc3ccc(F)cc3)nc3ccccc3c2=O)cc1	1	-2	0.3	-2	10
6	COc1cc(C)cc2oc(=O)c(CC(=O)N3C[C@H]4C[C@@H](C3)c3cccc(=O)n3C4)c(C)c12	/	/	0.7	1	20
7	CCOC(=O)C1(c2ccccc2)CCN(CCC(=O)Nc2ccc(OC)cc2)CC1	-2	-11	-1.1	1	0
8	CCOc1ccc(N=C2SCCCN2C)cc1	3	-5	-1.3	-1	-2
9	O=c1c2ccccc2nc(-c2ccccc2F)n1-c1ccccc1	9	-5	0.2	2	1
10	CCCOP(=O)(O)c1c([N+](=O)[O-])cc(C(F)(F)F)cc1[N+](=O)[O-] (tested in a mixture with another compound)	3	-9	0.7	2	6

cpd	Vif inh	H9c2 protect	aDG glyco act	ABCB6 inh MLPCN	HTR2A ag
1	3	4	-0.1	101	-1
2	10	-7	0.1	96	7
3	2	3	0.0	99	-1
4	-9	-1	-0.2	98	-4
5	-1	-3	0.2	104	-3
6	-15	4	-0.2	100	-2
7	/	5	0.3	97	0
8	15	4	1.2	81	-3
9	9	11	0.0	98	-5
10	-3	0	0.0	95	4

(list continues)
cpd	compound	PDI turbidity	CaV13 FRET inh	MC4R ag barr	N-glyco inh	MC4R antag cAMP
11	C(=NC1CCCCC1)c1c[nH]c2ccccc12	-1	-18	1.6	0	2
12	C/C=C(\C)C(=O)N[C@@H](c1ccccc1)[C@@H](O)C(=O)O[C@H]1C[C@@]2(O)[C@@H](OC(=O)c3ccccc3)C3[C@](C)(C(=O)[C@H](OC(C)=O)C(=C1C)C2(C)C)[C@@H](O)C[C@H]1OC[C@@]31OC(C)=O (some centres undefined)	/	/	0.6	9	8
13	CCC(=O)c1ccc(OC)c(OC)c1	/	/	-1.7	0	0
14	CC12Cc3cn[nH]c3C=C1CCC1C2CCC2(C)C1CCC2(C)O (centres undefined)	6	-7	2.1	-4	11
15	CC(C)CCn1c(=O)c(C(=O)Nc2ccccc2S(N)(=O)=O)c(O)c2ccccc21	2	-5	2.0	2	22
16	C=Cn1ccnc1P(=S)(c1nccn1C=C)c1nccn1C=C	-4	-4	-1.7	4	-2
17	CCCCn1c(O)c(C(=O)/C=C/c2ccc3c(c2)OCO3)c(=O)[nH]c1=O	2	3	0.4	0	1
18	O=C(N/N=C/c1c(O)n(Cc2ccccc2)c(=O)[nH]c1=O)c1ccccc1O	-1	-2	-2.1	1	-9
19	Cc1ccc2c(c1)N(C(=O)CCC(=O)N1CCC3(CC1)OCCO3)CCO2	16	-7	-0.8	1	13
20	O=C1NC(=O)C(CCc2ccncc2)(CCc2ccncc2)C(=O)N1Cc1ccccc1	10	6	1.7	3	3

cpd	Vif inh	H9c2 protect	aDG glyco act	ABCB6 inh MLPCN	HTR2A ag
11	3	14	0.1	104	5
12	12	-2	0.3	101	-6
13	13	0	-0.1	102	2
14	-4	0	0.6	101	0
15	9	-14	0.6	100	1
16	7	-3	-0.2	101	6
17	0	-3	0.2	97	27*
18	7	7	-0.4	96	-3
19	-4	2	0.2	104	-4
20	11	10	-0.1	99	3

The closing four records of the section above are carried over, then new ones follow:
cpd	compound	PDI turbidity	CaV13 FRET inh	MC4R ag barr	N-glyco inh	MC4R antag cAMP
17	CCCCn1c(O)c(C(=O)/C=C/c2ccc3c(c2)OCO3)c(=O)[nH]c1=O	2	3	0.4	0	1
18	O=C(N/N=C/c1c(O)n(Cc2ccccc2)c(=O)[nH]c1=O)c1ccccc1O	-1	-2	-2.1	1	-9
19	Cc1ccc2c(c1)N(C(=O)CCC(=O)N1CCC3(CC1)OCCO3)CCO2	16	-7	-0.8	1	13
20	O=C1NC(=O)C(CCc2ccncc2)(CCc2ccncc2)C(=O)N1Cc1ccccc1	10	6	1.7	3	3
21	ClCCNc1nc2ccc(Cl)cc2[nH]1	-3	-6	-1.3	-1	-2
22	COc1ccc2c(c1)C(c1ccc(N(CCCl)CCCl)cc1)=NCC2	-3	-19	1.7	-3	-4
23	COc1ccc(OCC(=O)N2CCN(C3CCC(c4ccccc4)CC3)CC2)cc1 (centres undefined)	-3	-3	-2.1	-2	-1
24	C[C@@H]1CN([C@H](C)CO)C(=O)CCCn2nncc2CO[C@H]1CN(C)C(=O)Oc1cccc2ccccc12	24	-7	-0.2	3	11
25	COc1ccccc1-n1c(Cc2ccccc2)nc2ccccc2c1=O	-4	-5	-0.8	-2	5
26	Cc1ccc(C2CC3CCC(C2)N3Cc2ccccc2F)cc1 (centres undefined)	-4	-2	-0.4	6	0
27	N/C(=N\[N+](=O)[O-])NCCCC(NC(=O)CNC(=O)c1ccccc1)C(=O)O (centres undefined)	0	-9	-1.8	1	3
28	C[N+]1(C)[C@@H]2CC[C@H]1CC(OC(=O)C(c1ccccc1)c1ccccc1)C2 (some centres undefined)	4	-17	-0.1	1	10
29	CCOC(=O)C1=C(C)OC(N)=C(C(=O)OCC)C12C(=O)Nc1ccc(Br)cc12 (centres undefined)	20	-2	-1.2	0	8
30	CCOC(=O)c1cncn1[C@@H](C)c1ccccc1	2	-5	2.0	2	-5

cpd	Vif inh	H9c2 protect	aDG glyco act	ABCB6 inh MLPCN	HTR2A ag
17	0	-3	0.2	97	27*
18	7	7	-0.4	96	-3
19	-4	2	0.2	104	-4
20	11	10	-0.1	99	3
21	/	-7	0.1	92	0
22	-8	-14	1.2	104	-5
23	-1	2	0.9	98	-10
24	0	10	0.1	97	2
25	13	-4	0.1	97	2
26	0	-4	0.1	95	-3
27	5	13	-0.3	85	1
28	0	8	0.0	99	10
29	4	-6	0.5	98	3
30	1	11	0.0	96	0

Later entries:
cpd	compound	PDI turbidity	CaV13 FRET inh	MC4R ag barr	N-glyco inh	MC4R antag cAMP
31	COc1ccc2[nH]c3c(c2c1)CCNC3C (centres undefined)	5	-5	-0.1	-2	-2
32	Cn1cccc1C1CCCN1CC(=O)Nc1ccc(C#N)c(Cl)c1 (centres undefined)	-1	-5	-2.7	2	-3
33	COC(=O)C1=C(c2ccc(OC)c(OC)c2)C[C@@H]2CC[C@H]1N2C(=O)NCCCOC(C)C	-3	-5	-0.3	1	4
34	O=C(c1ccc2c(c1)OCO2)C1CCCN(Cc2c(F)cccc2Cl)C1 (centres undefined)	-5	-3	-0.6	0	-2
35	N#Cc1ccc(C(=O)N2Cc3cnnn3-c3ccccc3C2C#N)cc1 (centres undefined)	-16	-6	-0.7	1	-1
36	COc1cc(CCN)ccc1O	0	-4	-0.6	1	3
37	COc1ccc(-n2c(O)c(C=Nc3c(C)n(C)n(-c4ccccc4)c3=O)c(=O)[nH]c2=O)cc1	-2	-6	-2.0	1	8
38	O=C(C1CC(=O)N(C2CCCCC2)C1)N1CCC2(CC1)OCCO2 (centres undefined)	-16	-5	2.3	3	11
39	Cc1cc(OC(=O)N(C)C)nc(SCc2c(Cl)cccc2Cl)n1	-1	1	3.8	1	9
40	Clc1ccc(CCC(Cn2ccnc2)Sc2c(Cl)cccc2Cl)cc1 (centres undefined)	-6	-5	0.0	-8	15

cpd	Vif inh	H9c2 protect	aDG glyco act	ABCB6 inh MLPCN	HTR2A ag
31	7	2	-0.1	102	2
32	5	2	0.1	101	-1
33	37	8	-0.2	102	0
34	2	6	0.0	101	-5
35	/	9	0.0	96	2
36	1	6	-0.4	100	5
37	2	8	-0.1	90	-2
38	-1	-4	0.0	103	8
39	5	4	-0.1	91	2
40	1	-14	0.4	103	1

Additional results:
cpd	compound	PDI turbidity	CaV13 FRET inh	MC4R ag barr	N-glyco inh	MC4R antag cAMP
41	CN(C)C(Cc1ccccc1)C(=O)c1ccccc1 (centres undefined)	9	-5	0.4	4	-1
42	C[C@]12CCC3C(CC[C@@H]4[C@H]5O[C@H]5CC[C@]34C)C1CC[C@@H]2O (some centres undefined)	-6	-6	2.5	4	3
43	CC1CCCC(C2(O)C(=O)Nc3ccccc32)C1=O (centres undefined)	-12	/	-0.3	0	0
44	C[C@]12CCC3C(CCC4=C/C(=N/OCC(=O)NC(CCC(N)=O)C(=O)O)CC[C@@]43C)C1CCC2O (some centres undefined)	-4	-13	1.0	2	18
45	CC/C(=N\NC(=O)Nc1ccccc1)c1c(O)n(Cc2ccccc2)c(=O)[nH]c1=O	1	-19	-0.2	0	11
46	CC1=CC(=C2C(=O)NC(=S)NC2=O)C=C(C(F)(F)F)N1C	-7	-4	1.6	2	-10
47	c1ccc(CCN2CCCCC2)nc1	-42	-4	-1.4	4	8
48	COc1cccc(-c2sc3ccccc3c2-c2ccc(OCCN3CCOCC3)cc2)c1	15	-10	-1.0	-3	12
49	COC(=O)C1=C(c2ccc(F)cc2OCc2ccccc2)C[C@@H]2CC[C@H]1N2C(=O)NCc1ccc(Br)cc1	0	-5	-0.2	-10	19
50	Cc1ccc(C(C)C)c(OCC(=O)N2CCN(CC(=O)N3CCOCC3)CC2)c1	-4	-5	-2.4	-1	8

cpd	Vif inh	H9c2 protect	aDG glyco act	ABCB6 inh MLPCN	HTR2A ag
41	1	2	0.1	97	2
42	9	-3	-0.3	99	9
43	-1	9	0.0	99	-2
44	-1	6	0.2	96	5
45	2	5	0.0	99	-8
46	6	8	-0.1	89	2
47	2	0	-0.2	95	-1
48	?	-6	-0.3	100	-12
49	-6	0	1.2	97	-5
50	-1	-2	-0.3	95	5

Remaining list, next part.
cpd	compound	PDI turbidity	CaV13 FRET inh	MC4R ag barr	N-glyco inh	MC4R antag cAMP
51	O=P(O)(O)CN1CCNCCN(CP(=O)(O)O)CCNCC1	-8	-10	-0.5	5	2
52	CC(C)CC1(CCc2ccccc2)C(=O)NC(=O)NC1=O	5	-9	-0.5	0	1
53	O=C(COc1ccc(Br)cc1)N1CCN(C2CCCC2)CC1	-1	-5	0.2	-2	6
54	O=C(Cn1ncc2ccccc21)N1CCC2(CC1)OCCO2	2	-7	0.1	1	13

cpd	Vif inh	H9c2 protect	aDG glyco act	ABCB6 inh MLPCN	HTR2A ag
51	-31	7	0.2	94	3
52	-4	3	-0.1	89	7
53	2	-10	1.6	110	-1
54	-2	-6	-0.2	93	4

High-throughput results: PubChem, several laboratories

This is a subset; the hit share may differ from the screen's.
